High-throughput results (PubChem)
CAL PDZ FP: CAL PDZ (human) peptide binding inhibition; inhibition, % at 24.9 µM; purified CAL PDZ, TMR-peptide fluorescence polarization, 1 h; Q9HD26; AID 602252; 300,000 tested, 0.92% active;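 active means mean inhibition of at least 30% with at least half of replicates also reaching 30%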;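 further: 0% = DMSO neutral control and 100% = excess unlabeled competitor peptide PRC23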
OPRM1-OPRD1 ag: OPRM1-OPRD1 heterodimerization agonism | 340,000 tested, 0.3% active | AID 504326 | P35372+P41143 | cells, luminescence | activation, % at 9.3 µM; in the data active means activation above about 18%;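 further: 0% = vehicle-treated cells and 100% = reference agonist; values of inactives mirror those of a sister screen read the other way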
Target sequence (P35372 whole entry, looked up): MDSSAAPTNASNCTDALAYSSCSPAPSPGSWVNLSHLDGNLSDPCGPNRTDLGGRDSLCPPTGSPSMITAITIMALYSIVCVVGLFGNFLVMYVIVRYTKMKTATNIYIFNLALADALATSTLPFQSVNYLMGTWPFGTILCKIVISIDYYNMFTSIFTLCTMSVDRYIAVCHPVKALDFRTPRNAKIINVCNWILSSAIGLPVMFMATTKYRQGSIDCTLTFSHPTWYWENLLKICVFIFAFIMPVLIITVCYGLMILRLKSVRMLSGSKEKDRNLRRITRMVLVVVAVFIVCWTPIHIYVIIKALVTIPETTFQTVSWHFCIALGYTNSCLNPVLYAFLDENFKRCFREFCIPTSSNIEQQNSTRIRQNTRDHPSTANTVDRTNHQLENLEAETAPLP
Target sequence (P41143 whole entry, looked up): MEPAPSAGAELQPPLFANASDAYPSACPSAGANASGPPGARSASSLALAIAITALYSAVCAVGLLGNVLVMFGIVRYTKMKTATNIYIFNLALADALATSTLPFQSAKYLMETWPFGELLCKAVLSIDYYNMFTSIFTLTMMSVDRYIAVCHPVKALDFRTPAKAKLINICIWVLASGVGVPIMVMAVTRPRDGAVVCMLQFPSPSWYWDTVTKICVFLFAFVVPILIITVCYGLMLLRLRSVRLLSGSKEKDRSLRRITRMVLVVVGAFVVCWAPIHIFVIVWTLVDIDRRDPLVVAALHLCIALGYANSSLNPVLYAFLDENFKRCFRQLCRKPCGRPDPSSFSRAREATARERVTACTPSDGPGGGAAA
OPRM1-OPRD1 inv: inverse agonists of human mu-delta opioid receptor heterodimerization; cell-based MOR-DOR heterodimer luminescence, inverse agonism; inhibition, % at 9.3 µM; 340,000 tested, 0.21% active; in the data active means inhibition above about 22%, passing the limit was not always enough;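 further: 0% = cells with DMSO and 100% = wells without cells with DMSO; values of inactives mirror those of a sister screen read the other way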
RTF Ca sens act: increases calcium sensitivity of human cardiac regulated thin filaments. P19429+P45379. IANBD-labeled TnC RTF fluorescence at EC20 calcium; 0% EC20 calcium, 100% full calcium. activation, % at 7.2 µM. 340,000 tested, 0.24% active;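 active means activation above the mean over all tested compounds plus 3 SD, cut at about 30% in these data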;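 further: rise in fluorescence read as greater calcium sensitivity of cardiac thin filaments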
Keap1 Nrf2 FP: Keap1-Nrf2 (human) interaction inhibition; inhibition, % at 9.4 µM; Keap1 Kelch-Nrf2 peptide fluorescence polarization, 1536-well; 340,000 tested, 0.15% active; Q14145; AID 504523; in the data active means inhibition above about 12%;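 further: human Keap1 Kelch domain with fluorescein labeled Nrf2 9mer peptide probe; 0% = neutral control wells and 100% = peptide positive control; higher means more block of Keap1 binding to Nrf2 peptide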
HTR5A inv ag: inverse agonist of human HTR5A in OPRM1-OPRD1 counter-screen. 340,000 tested, 0.083% active. P47898. HTR5A cell line, luminescence, inverse agonism. inhibition, % at 9.3 µM; in the data active means inhibition mostly above about 23%, no sharp cut-off; inactive means mostly below about 18%;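 further: 0% = cells with DMSO and 100% = no-cell wells with DMSO; some compounds called inactive have numbers as strong as hits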
C-LANA FP: inhibitors of KSHV LANA C-terminal domain DNA binding | MBP-C-LANA/FAM-LBS DNA binding, fluorescence polarization | inhibition, % at 9 µM | 340,000 tested, 0.078% active;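 active means highest replicate inhibition at or above 60% at 9 µM, even if other replicates fall short; inactive means all replicates below 60% inhibition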;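 further: 0% = neutral control wells and 100% = 4 µM acridine orange control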
HTR5A ag ctr: activates human HTR5A in OPRM1-OPRD1 agonist counter-screen; activation, % at 9.3 µM; P47898; AID 504692; HTR5A agonist assay, luminescence, cell-based; 340,000 tested, 0.61% active; in the data active means activation mostly above about 9.5%, no sharp cut-off; inactive means mostly below about 7.6%;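 further: 0% = cells with vehicle only and 100% = reference agonist; strong numbers were not always called active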
V-ATPase pH: regulators of yeast V-ATPase proton transport. S. cerevisiae, pHLuorin cytosolic pH fluorescence. response, % at 10 µM. 350,000 tested, 0.37% active. AID 504577; in the data active means response mostly above about 7.3%, no sharp cut-off; inactive means mostly below about 5.4%; further: actives read high; inactives centre near 0; some compounds called inactive have numbers as strong as hits; reference of the scale not given here
Cardiac RTF inh: cardiac RTF calcium desensitization; P19429+P45379; IANBD-labeled cardiac RTF, Ca2+ fluorescence; inhibition, % at 7.15 µM; 340,000 tested, 0.12% active; AID 493244;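 active means inhibition above the mean inhibition of all tested compounds plus 3 SD, cut at about 17% in these data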;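 further: assay run at fixed EC70 calcium of 1.6 mM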
Numbers without * were called inactive; · = not tested or not shown.

structure | CAL PDZ FP | OPRM1-OPRD1 ag | OPRM1-OPRD1 inv | RTF Ca sens act | Keap1 Nrf2 FP | HTR5A inv ag | C-LANA FP | HTR5A ag ctr | V-ATPase pH | Cardiac RTF inh
N#C/C(=C/c1ccc(-c2ccc(S(N)(=O)=O)cc2)o1)c1nc2ccccc2s1 | 0 | 8.1 | -41 | 347* | -8 | -10 | 10 | 10 | -1 | -466
CCN(CC(=O)Nc1cc(Cl)ccc1C)C(=O)CC1CCCC1 | -1 | -1.1 | 4 | -4 | -2 | 1 | -0.9 | 0 | 1 | -3
COC(=O)C1=C(C)N(C)C(C)=C(C(=O)OC)C1c1ccc(Cl)cc1 | -2 | 0.8 | -3 | -4 | -6 | 12 | -0.6 | 3 | 0 | 3
COc1ccc(CNC(=O)CCCn2c(=S)[nH]c3cc4c(cc3c2=O)OCO4)cc1 | · | -0.8 | 4 | 3 | 1 | 11 | -0.7 | -6 | -1 | 1
Cc1nn2c(-c3ccco3)nnc2c2ccccc12 | -2 | -2.4 | 12 | 5 | -3 | -25 | 0.8 | 0 | 2 | -1
CCOC(=O)c1ccc(/C=C2/C=C(c3ccccc3)N(c3ccc(Cl)c(C(=O)O)c3)C2=O)cc1 | · | -1.2 | 7 | 11 | -74 | -1 | -4.1 | 6 | 0 | -14
COc1ccc(/C=C2\NC(=S)N(CC3CCCO3)C2=O)c(OC)c1 (stereo not drawn) | -2 | 0.1 | 0 | 0 | -1 | 18 | 5.3 | 5 | 8 | 3
COc1ccccc1NC(=O)CSc1nnc(-c2ccncc2)n1CC1CCCO1 (stereo not drawn) | 0 | -1.2 | 7 | 3 | -6 | 8 | 0.9 | 0 | 0 | 2
COc1ccccc1C1=NOC(CN2C(=O)c3ccccc3S2(=O)=O)C1 (stereo not drawn) | 6 | -2.7 | 14 | 2 | 1 | 5 | -9.1 | -2 | 3 | 3
Cn1c(/C(C#N)=C(\O)c2ccccc2Cl)nc2ccccc21 | -5 | -1.1 | 6 | -2 | -3 | 3 | -0.9 | -1 | 13 | -4
COc1ccc(-c2cc(C(=O)Nc3ccc(O)cc3)c3ccccc3n2)cc1OC | 1 | 1.3 | -7 | 0 | 1 | 5 | -1.4 | 4 | -6 | -11
CCOC(=O)C1C(c2cccs2)NC(=O)NC1(O)C(F)(F)F (stereo not drawn) | -4 | 0.7 | -4 | -3 | 2 | 17 | -1.0 | -7 | -1 | -1
S=C(NCC1CCCO1)N1CCN(c2nc(-c3ccc(Cl)cc3)cs2)CC1 (stereo not drawn) | -7 | 7.2 | -37 | 3 | -7 | -16 | -1.2 | 6 | 4 | 1
CN(C(=O)C=Cc1ccccc1)c1ccccc1 | 2 | -2.4 | 12 | -9 | 4 | 0 | -1.3 | 0 | -1 | 0
Cn1nc(Oc2nc(N3CCOCC3)nc(N3CCOCC3)n2)ccc1=O | · | -2.5 | 13 | -3 | -1 | 3 | 0.0 | -1 | -3 | 0
CC(Oc1ccc(Br)cc1)C(=O)Nc1nnc(C2CC2)s1 (stereo not drawn) | 2 | -2.6 | 13 | 3 | 4 | 15 | -0.1 | -1 | 5 | -5
CCCCN(C)Cc1c(C)[nH]c2c(Cl)cccc2c1=O | -3 | 3.0 | -19 | 1 | -2 | -9 | 0.6 | 3 | 3 | -1
Nc1c(C(=O)Nc2cccc(C(=O)O)c2)sc2nc3c(cc12)CCCC3 | -4 | 2.4 | -14 | -2 | 3 | -1 | 2.1 | 1 | 4 | -3
Cc1ccc(/C=N/N2CCN(c3ccccn3)CC2)cc1 | -1 | -1.7 | 8 | 2 | 3 | -6 | 2.0 | 2 | -1 | -14
CCOc1ccc(N=C2NC(=O)C(CC(=O)O)S2)cc1 (stereo not drawn) | -3 | -0.6 | 4 | 4 | 0 | -12 | 2.9 | 4 | -2 | 6
COCCCN1C(=O)C(=O)/C(=C(/O)c2ccc(C)cc2)C1/C=C/c1ccccc1 (stereo not drawn) | 0 | -1.1 | 6 | 3 | -1 | 12 | 0.2 | -4 | -1 | -8
CCOc1ccccc1NC(=O)/C=C/c1ccccc1[N+](=O)[O-] | 0 | -1.8 | 9 | 3 | 3 | -7 | 0.1 | 11 | -5 | -8
COCC(C)n1c(C)cc(C(=O)Cn2c(=O)oc3ccccc32)c1C (stereo not drawn) | -16 | -0.1 | 0 | -3 | 3 | -7 | -0.6 | 2 | -2 | -8
COc1ccc(Br)cc1S(=O)(=O)Nc1ncn[nH]1 | -2 | -3.5 | 18 | -1 | -1 | -2 | 2.5 | 3 | -2 | -2
O=C(c1ccccc1)c1ccc(C(=O)O)c(C(=O)O)c1 | -2 | -1.9 | 11 | -2 | 0 | -15 | 0.7 | 5 | -2 | -1
CCOC(=O)/C(=C\Nc1ccc(OC(F)(F)F)cc1)Sc1ncc(C(F)(F)F)cc1Cl | · | -2.1 | 9 | -3 | -2 | 7 | -1.2 | 5 | -3 | -4
CS(=O)(=O)N1CCC(C(=O)c2cccc(Cl)c2)CC1 | -3 | -2.6 | 14 | -4 | 0 | 4 | -2.0 | -1 | -1 | -3
NS(=O)(=O)c1cccnc1Nc1ccc(Cl)c(Cl)c1 | · | 1.9 | -8 | 1 | 0 | -17 | -0.8 | 6 | 1 | -5
CCCCN(C(=O)CNC(=O)c1cccs1)C(C(=O)NC1CCCC1)c1ccncc1 (stereo not drawn) | -2 | -2.2 | 11 | 1 | -4 | 4 | 0.5 | 4 | 0 | -19
C=CCNC(=S)Nc1ccc(N(C)C)cc1 | 1 | -1.0 | 5 | 0 | -6 | -2 | 0.0 | 6 | 0 | -9
COC(=O)Cc1c(C)c2ccc(OCC(=O)N3CCCC3)c(C)c2oc1=O | -3 | 0.2 | -1 | 2 | -6 | 16 | 1.9 | 5 | 0 | -4
COc1ccc(CCC(=O)NCC2CCCCC2)cc1OC | 0 | 0.1 | -1 | -4 | -2 | 3 | -2.5 | 3 | 2 | -7
NC(=O)C1(N2CCCCC2)CCN(C2CC(=O)NC2=O)CC1 (stereo not drawn) | · | -2.1 | 12 | 2 | -4 | 0 | -0.5 | 0 | -3 | 3
COC(=O)c1c(NC(=O)C(=O)N2CCCCC2)sc2c1CC(C)(C)OC2 | · | 2.5 | -13 | 1 | -2 | -7 | -0.4 | 1 | 3 | 0
COc1ccccc1CNC(=O)c1nccnc1CO | -36 | -3.0 | 14 | 6 | 2 | 9 | -5.5 | -2 | 0 | -13
CN1CCN(C2=C(Cl)C(=O)N(CCc3ccccc3)C2=O)CC1 | -10 | -3.0 | 18 | 6 | 0 | 16 | 3.7 | 1 | -2 | 1
CCCN1c2cccc3cccc(c23)S1(=O)=O | -1 | 0.2 | -1 | 5 | 2 | -8 | -4.1 | -3 | -1 | -11
Cc1ccc(NC(=S)N(CCN2CCCCC2)Cc2ccco2)cc1 | 1 | 0.0 | 0 | -4 | 2 | -15 | 0.9 | -3 | 4 | 1
COC(=O)c1ccc(-n2nnnc2SCc2ccccc2OC)cc1 | -1 | -0.8 | 5 | -1 | -2 | -8 | 0.5 | -4 | -1 | -6
COc1cc(NC(=O)C/C(C)=N/NC(=O)Cc2ccccc2)c(OC)cc1Cl | -4 | 0.5 | -3 | 4 | -2 | -13 | -0.6 | 4 | 0 | 0
CCOc1ccc(C(=O)NCCn2cc(SCC(=O)Nc3cc(C)on3)c3ccccc32)cc1 | -1 | -1.9 | 10 | -2 | 1 | -10 | 1.7 | 2 | -4 | 3
COc1cc(/C=C2/C(=N)N3C(c4ccccc4)=CSC3=NC2=O)ccc1OCC(=O)O | -3 | -1.2 | 6 | 1 | -3 | -24 | 3.5 | 3 | 1 | -2
Cc1cc(-c2ccccc2)n[nH]1 | · | -2.5 | 13 | -1 | 0 | -30 | -0.8 | 4 | -1 | 4
Nc1cc(Cl)nc(N/N=C/c2ccccc2[N+](=O)[O-])n1 | -3 | -0.5 | 3 | 0 | 0 | -21 | -0.1 | -2 | -2 | 3
COc1ccc(N(CC(=O)Nc2ccccc2C(=O)N2CCCC2)S(C)(=O)=O)cc1 | -10 | -1.5 | 9 | -8 | 1 | -16 | 0.2 | 6 | -4 | 0
Cc1ccc(S(=O)(=O)NCC2CCC(C(=O)NCc3ccco3)CC2)cc1 (stereo not drawn) | -3 | -1.7 | 9 | 5 | -4 | -17 | -0.4 | 8 | 0 | -4
O=C(Nc1ccccc1C(F)(F)F)c1cc(-c2ccc(O)cc2)on1 | · | 13 | -72 | 0 | 3 | 4 | 2.3 | 3 | 4 | -4
CCCCCCCCNCCS(=O)(=O)NCc1ccccc1 | -1 | 7.0 | -33 | 4 | 0 | -13 | -2.1 | 3 | -1 | -3
O=C(O)C1CCN(S(=O)(=O)c2cccc3cccnc23)CC1 | 0 | -1.7 | 11 | -1 | -1 | -1 | 1.1 | 3 | -3 | 2
COC(=O)C1NN=C(C(=O)c2ccccc2)C1c1ccccc1 (stereo not drawn) | 2 | -1.8 | 9 | -3 | 0 | -22 | -0.1 | -5 | -5 | 2
CC(C)(C)c1ccc(OCCNC(=O)Cc2ccc(F)cc2)cc1 | 1 | 4.9 | -25 | 2 | 0 | -7 | 1.0 | 2 | 0 | 5
COc1ccc(CNC(=O)/C=C/c2ccc(OCCCF)cc2)cc1 | 1 | -1.2 | 6 | 1 | -6 | -7 | 1.2 | -2 | 0 | 0
COc1cc(-c2ccccc2)nc(N)n1 | · | 1.3 | -7 | 7 | -3 | -10 | -0.5 | 6 | 2 | -3
CCCNc1nc2c(c(=O)[nH]c(=O)n2C)n1Cc1cccc(Br)c1 | 36* | -1.8 | 10 | 6 | 3 | -5 | -1.4 | -2 | 0 | 5
O=C(NC(=S)NCCN1CCOCC1)c1ccc(Cl)cc1 | -18 | -3.8 | 19 | -3 | 3 | 2 | 0.1 | -1 | -9 | -9
COc1cc(OC)cc(C(=O)NCCn2ccc3ccccc32)c1 | 0 | -0.2 | 2 | 2 | 5 | -27 | -1.1 | 1 | -3 | -15
CCOc1ccccc1NC(=O)c1nnn(CC(=O)Nc2cc(C)cc(C)c2)c1N | -5 | 2.5 | -13 | -2 | 2 | -11 | -0.3 | 5 | -1 | -3
O=C(Nc1ccc(F)cc1F)c1ccc(COc2c(F)c(F)cc(F)c2F)o1 | -7 | 0.6 | -3 | 17 | -3 | -22 | 0.0 | 9 | · | -5
COC1CCN(C(=O)c2ccc3oc(C(C)C)nc3c2)CC1 | -7 | -1.3 | 7 | 1 | -3 | 30 | 1.1 | -1 | 0 | 0

Single entries from above:
Cc1cc(-c2ccccc2)n[nH]1 in RTF Ca sens act → -1
CCCCCCCCNCCS(=O)(=O)NCc1ccccc1 in RTF Ca sens act → 4

Complete entries, quoted from the list. Screens in order: CAL PDZ FP	OPRM1-OPRD1 ag	OPRM1-OPRD1 inv	RTF Ca sens act	Keap1 Nrf2 FP	HTR5A inv ag	C-LANA FP	HTR5A ag ctr	V-ATPase pH	Cardiac RTF inh
COC(=O)c1ccc(-n2nnnc2SCc2ccccc2OC)cc1 is entered as -1	-0.8	5	-1	-2	-8	0.5	-4	-1	-6
CC(C)(C)c1ccc(OCCNC(=O)Cc2ccc(F)cc2)cc1 is entered as 1	4.9	-25	2	0	-7	1.0	2	0	5
CCOc1ccc(C(=O)NCCn2cc(SCC(=O)Nc3cc(C)on3)c3ccccc32)cc1 is entered as -1	-1.9	10	-2	1	-10	1.7	2	-4	3
NC(=O)C1(N2CCCCC2)CCN(C2CC(=O)NC2=O)CC1 (stereo not drawn) is entered as ·	-2.1	12	2	-4	0	-0.5	0	-3	3
COC(=O)Cc1c(C)c2ccc(OCC(=O)N3CCCC3)c(C)c2oc1=O is entered as -3	0.2	-1	2	-6	16	1.9	5	0	-4
